AmpC inh no detg = inhibitors of E. coli AmpC beta-lactamase without detergent; P00811; AmpC nitrocefin hydrolysis, absorbance 480 nm, 0.0001% Triton; Potency, µM (titrated, usually from 57.1 µM), for the others: at the highest dose activity change, negative = inhibition, hits mostly inhibitors; 330,000 compounds, 0.52% hits; AID 485341;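 also: plate controls were no compound for no effect and no enzyme for full effect; nearly all actives have a fitted effect of over 20% in size; some results filed as inactive show a strong effect at the top dose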
Target sequence (P00811 whole entry, looked up): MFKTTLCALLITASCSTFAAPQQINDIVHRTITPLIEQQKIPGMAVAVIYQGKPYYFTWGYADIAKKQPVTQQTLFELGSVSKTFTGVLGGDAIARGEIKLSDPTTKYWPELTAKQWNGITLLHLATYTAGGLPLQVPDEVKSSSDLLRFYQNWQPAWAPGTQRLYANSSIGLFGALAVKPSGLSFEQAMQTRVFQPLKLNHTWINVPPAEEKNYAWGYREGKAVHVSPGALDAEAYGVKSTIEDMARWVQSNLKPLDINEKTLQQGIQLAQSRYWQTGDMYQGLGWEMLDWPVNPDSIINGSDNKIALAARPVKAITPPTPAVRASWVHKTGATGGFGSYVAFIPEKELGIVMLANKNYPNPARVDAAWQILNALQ
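20 mM phosphate pH 7.0 + 0.01% (detergent screen) or 0.0001% Triton X-100; 5.3 nM AmpC reagent; cpd preinc 15 min RT; nitrocefin (800 uM stock) to start; A480 q20 s × 4 min; Activity was normalised to no-enzyme and no-compound control wells.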
TbPYK inhibitor = T. brucei pyruvate kinase inhibition. Potency, µM (titrated, usually from 76.8 µM), for inactives: at the highest dose activity, negative = inhibition, usual class: inhibitors. 410,000 compounds, 0.12% hits. TbPYK enzyme, Kinase-Glo Plus ATP luminescence, 45 min. AID 624173; also: nearly all actives have a fitted effect of over 50% in size
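Assay buffer: 50 mM TEA pH 7.2, 100 mM KCl, 10 mM MgCl2, 0.05% BSA, 0.01% Tween-20. Pyruvate kinase from T. brucei plus substrate met compound, then ADP (130 uM final). Luminescence was read post 45 min RT.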
Starred values were filed as active, the others as inactive; [ ] = remark or other dose. Calls follow the shape of the dose curve; as a rule, active = well fitted curve in the direction sought with a large enough effect; inconclusive = small, poorly fitted or top-dose-only effect, or another doubt; inactive = no such curve, though single readings can be large; an effect the other way counts as inactive or inconclusive. Unless noted, % is scaled to controls: 0 for no effect and ±100 for the full control effect; potency is read from the fitted curve at half-maximal effect. An excerpt, so the mix of outcomes need not match the whole.

SMILES | AmpC inh no detg | TbPYK inhibitor
O=C(COc1cccc(Cl)c1Cl)NC1CC1 | -12% | -6%
O=C(NN=Cc1ccc(N2CCOCC2)cc1)c1cc2ccccc2cc1O | -34% | -5%
C[C@H](CO)N1C[C@H](C)[C@@H](CN(C)S(=O)(=O)c2cccs2)Oc2c(NC(=O)Nc3ccc4c(c3)OCO4)cccc2C1=O | 254%[activator] | -3%
C[C@H](CO)N1C[C@H](C)[C@@H](CN(C)C(=O)Nc2ccccc2)Oc2c(NC(=O)c3ccncc3)cccc2C1=O | -11% | 2%
C=CC[C@@H](CC(=O)N[C@H](CO)Cc1ccccc1)C(=O)N[C@@H](COC(=O)[C@H](CC=C)CC(=O)OC(C)(C)C)Cc1ccccc1 | 172%[activator] | 1%
CSc1ncccc1C(=O)OCC(=O)Nc1nc(C)c(Cl)cc1Cl | -19% | -1%
CSc1ncccc1C(=O)OCC(=O)NCCCc1ccccc1 | -8% | -1%
O=C(COC(=O)c1ccc(O)cc1)Nc1ccc(S(=O)(=O)N2CCCC2)cc1 | -25% | 3%
O=C(COC(=O)C1=COCCO1)Nc1cc(Cl)c(Cl)cc1Cl | -11% | 1%
C[C@H](CO)N1C[C@H](C)[C@@H](CN(C)C(=O)NC2CCCCC2)Oc2c(NC(=O)c3ccncc3)cccc2C1=O | -3% | 0%
O=C(NCCc1c[nH]c2ccccc12)c1ccc(Br)o1 | -29% | 1%
Cc1ccc(S(=O)(=O)N2CCOCC2)cc1NC(=O)CN1C(=O)NC2(CCCC2)C1=O | -5% | 2%
O=C(N/C(=C/c1ccccc1Cl)C(=O)N1CCOCC1)c1ccccc1 | -18% | 1%
C=CCn1c(SCC(=O)N(C)C2CCCCC2)nnc1C1CC1 | -8% | 0%
O=C(OCC(=O)N1CCCCC1)c1cccs1 | -3% | 1%

Full records, quoted from the list. Screens in order: AmpC inh no detg | TbPYK inhibitor
Shown for C=CCn1c(SCC(=O)N(C)C2CCCCC2)nnc1C1CC1 = -8% | 0%
Shown for O=C(NCCc1c[nH]c2ccccc12)c1ccc(Br)o1 = -29% | 1%

New compounds follow.
SMILES | AmpC inh no detg | TbPYK inhibitor
Cc1cccn2c(=O)cc(COC(=O)C(C)Oc3ccccc3)nc12 (stereo not drawn) | -8% | 34%
O=[N+]([O-])c1ccccc1S(=O)(=O)Nc1ccc(S(=O)(=O)N2CCCC2)cc1 | -10% | -6%
COc1cc(O)c(C(=O)O)c(CCc2ccccc2)c1 | -24% | 1%
C[C@H](CO)N1C[C@H](C)[C@@H](CN(C)S(=O)(=O)c2ccccc2)Oc2ccc(NS(=O)(=O)c3cn(C)cn3)cc2C1=O | 88%[activator] | -2%
O=C(Nc1cc(S(=O)(=O)N2CCOCC2)ccc1N1CCOCC1)c1ccccc1[N+](=O)[O-] | -15% | 3%
CC[C@@H](C)[C@@H]1CN([C@@H](CN2CCC[C@H]2CN2C(N)=NC[C@H]2CC(C)C)C(C)C)C(=N)N1CCCC1CCCC1 | 5% | 2%
O=C(COC(=O)c1ccc2c(c1)OCCO2)NCc1ccccc1Cl | -19% | 3%
C[C@H](CO)N1C[C@H](C)[C@@H](CN(C)C(=O)NC2CCCCC2)Oc2ccc(NC(=O)CCC(F)(F)F)cc2C1=O | 124%[activator] | 4%
Cc1ccc(S(=O)(=O)N2CCCCC2)cc1NC(=O)CCNC(=O)c1ccccc1 | -19% | -2%
Cc1ccc(NC(=O)c2c(C)noc2C)cc1S(=O)(=O)N1CCOCC1 | -13% | 3%
COc1ccc2c(c1)CN(C)S(=O)(=O)c1ccccc1-2 | -16% | -3%
CCN(CC)CCCN=C1N[C@@H](c2cccc(C(F)(F)F)c2)C(C(=O)OC)=C(C)N1CC | 27% | -10%
CC(=O)c1ccccc1NC(=O)CCN1C(=O)C2CCCCC2C1=O (stereo not drawn) | -12% | 0%
Cc1ccc([N+](=O)[O-])cc1S(=O)(=O)Nc1cccc(S(=O)(=O)Nc2ccccc2C(=O)O)c1 | -25% | -9%
CC(=O)c1ccc(S(=O)(=O)Nc2ccc(S(=O)(=O)N3CCCCC3)cc2)cc1 | -26% | 3%

An excerpt of these results, tab-delimited.
mol	AmpC inh no detg	TbPYK inhibitor
C[C@H](CO)N1C[C@H](C)[C@@H](CN(C)S(=O)(=O)c2ccccc2)Oc2ccc(NS(=O)(=O)c3cn(C)cn3)cc2C1=O	88%[activator]	-2%
CC[C@@H](C)[C@@H]1CN([C@@H](CN2CCC[C@H]2CN2C(N)=NC[C@H]2CC(C)C)C(C)C)C(=N)N1CCCC1CCCC1	5%	2%

Gathered by group: the entries above containing two or more sulfur atoms.
SMILES | AmpC inh no detg | TbPYK inhibitor
C[C@H](CO)N1C[C@H](C)[C@@H](CN(C)S(=O)(=O)c2cccs2)Oc2c(NC(=O)Nc3ccc4c(c3)OCO4)cccc2C1=O | 254%[activator] | -3%
O=[N+]([O-])c1ccccc1S(=O)(=O)Nc1ccc(S(=O)(=O)N2CCCC2)cc1 | -10% | -6%
C[C@H](CO)N1C[C@H](C)[C@@H](CN(C)S(=O)(=O)c2ccccc2)Oc2ccc(NS(=O)(=O)c3cn(C)cn3)cc2C1=O | 88%[activator] | -2%
Cc1ccc([N+](=O)[O-])cc1S(=O)(=O)Nc1cccc(S(=O)(=O)Nc2ccccc2C(=O)O)c1 | -25% | -9%
CC(=O)c1ccc(S(=O)(=O)Nc2ccc(S(=O)(=O)N3CCCCC3)cc2)cc1 | -26% | 3%

Further results.
SMILES | AmpC inh no detg | TbPYK inhibitor
O=C(CNC(=O)c1ccccc1F)OCC(=O)c1c[nH]c2ccccc12 | -26% | 6%
C[C@]12c3[nH]c4ccccc4c3CCN1C(=O)C(CC(=O)NCCCn1ccnc1)C[C@@H]2C(=O)N1CCOCC1 (stereo partly drawn) | -10% | 5%
O=C(CSc1nc2ccccc2c(=O)n1-c1ccccc1F)NC1CC1 | -11% | -3%
C[C@H](CO)N1C[C@H](C)[C@@H](CN(C)C(=O)Nc2ccc3c(c2)OCO3)Oc2c(NC(=O)Cc3ccccc3)cccc2C1=O | 89%[activator] | 5%
CC[C@@]1(C(=O)OC)N[C@H](CN(C)C(=O)Nc2ccccc2)[C@@H]2C(=O)N(Cc3ccccc3)C(=O)[C@@H]21 | 124%[activator] | 2%
COc1ccccc1NS(=O)(=O)c1ccc(C(=O)N2CCN(c3ccccn3)CC2)cc1 | 77%[activator] | 1%
COc1ccccc1N1CC(C(=O)Nc2ccc(C)c(S(=O)(=O)N3CCOCC3)c2)CC1=O (stereo not drawn) | 86%[activator] | -12%
CC(C)=CCC/C(C)=C/CNC(=O)C[C@H]1C[C@H](C(=O)N2CCOCC2)[C@@]2(C)c3[nH]c4cc(CCC(=O)N(C)C)ccc4c3CCN2C1=O | 163%[activator] | -7%
Cc1nc(SCc2nc3ccc(C(=O)c4ccccc4)cc3[nH]2)c2oc3ccccc3c2n1 | 19% | 1%
COc1cc(CCC(=O)OCC(=O)N2CC(=O)Nc3ccccc32)cc(OC)c1OC | -12% | 6%
O=C(NCc1ccccc1C(F)(F)F)c1cccc2c1C(=O)c1ccc(N3CCCCC3)cc1S2(=O)=O | -8% | 1%
O=C(Nc1ccc(S(=O)(=O)NC2=NCCCCC2)cc1)c1cccc(S(=O)(=O)N2CCOCC2)c1 | 21% | -1%
COc1ccc2c(c1)CCCC21NC(=O)N(CC(=O)N2CC(C)OC(C)C2)C1=O (stereo not drawn) | -9% | 1%
CCOc1ncccc1C(=O)OCC(=O)Nc1ccc(Cl)cn1 | -16% | 15%
COc1ccc(S(=O)(=O)N2CCN(C(=O)c3cc(C4CC4)nn3-c3ccccc3)CC2)cc1OC | 2% | 0%
O=C(NCCc1ccc(F)cc1)c1cccc2c1C(=O)c1ccc(N3CCC(Cc4ccccc4)CC3)cc1S2(=O)=O | -33% | 2%
Cc1cnc(NC(=O)c2cc(S(=O)(=O)N(C)C)ccc2N2CCCC2)s1 | 27% | 4%
CC(C)[C@H](NC(=O)c1ccccc1F)C(=O)NC1CCCCCCC1 | -18% | 4%
O=C(COC(=O)CNC(=O)c1ccccc1)Nc1ccc(Cl)cn1 | -18% | 6%
O=S1(=O)c2ccc(Br)cc2N2CCC[C@H]2CN1Cc1ccccc1 | -24% | 0%
CN(CC(=O)Nc1ccc(Cl)c(C(F)(F)F)c1)C(=O)COC(=O)C1CC2CCCC(C1)C2=O (stereo not drawn) | 206%[activator] | -1%
O=C(c1ccccc1NS(=O)(=O)c1ccc([N+](=O)[O-])cc1[N+](=O)[O-])N1O[C@@H]2C=C[C@H]1C2 | -31% | 0%
C[C@H](CO)N1C[C@H](C)[C@@H](CN(C)C(=O)NC2CCCCC2)Oc2ccc(NC(=O)c3ccncc3)cc2C1=O | -12% | -1%
Cc1cc(C)c(C(=O)COC(=O)CN2C(=O)NC3(CCCC3)C2=O)cc1C | 30% | 4%
CCCCN1CC(=O)N2[C@H]3c4ccccc4OC[C@@H]3[C@H](C(=O)OCC)[C@]2(C)C1=O | 19% | 1%
Cc1noc(C)c1NC(=O)N(C)C[C@H]1Oc2c(NC(=O)C3CC3)cccc2C(=O)N([C@H](C)CO)C[C@@H]1C | -11% | 0%
CCCc1cc(=O)[nH]c(SCC(=O)N2c3ccccc3CC2C)n1 (stereo not drawn) | -17% | 6%
COc1ccc(CNC(=O)COC(=O)c2cccn2C)cc1 | -18% | 3%
COc1ccc(C2(c3ccc(OC)cc3)NC(=O)N(CC(=O)NC3CCS(=O)(=O)C3)C2=O)cc1 (stereo not drawn) | 26% | 4%
COC(=O)[C@]1(C)N[C@H](CN(C)C(=O)Nc2ccc(Cl)cc2)[C@@H]2C(=O)N(Cc3ccccc3)C(=O)[C@@H]21 | 27% | -2%
Cc1cc(C(=O)COC(=O)/C=C/c2ccco2)c(C)n1C | -16% | 3%
COc1ccc(N(CC(=O)NC2CCCCC2)S(=O)(=O)c2cccs2)cc1 | -20% | 8%
Cc1noc(C)c1S(=O)(=O)Nc1ccc2c(c1)CC(=O)N([C@H](C)CO)C[C@H](C)[C@H](CN(C)S(=O)(=O)c1ccc(F)cc1)O2 | 241%[activator] | -2%
NS(=O)(=O)c1cc(C(=O)NNC(=O)c2ccc3c(c2)OCO3)ccc1Cl | -23% | 0%
NC(=O)C1CCN(c2ccc(S(=O)(=O)N3CCCCC3)cc2[N+](=O)[O-])CC1 | -14% | -20%
O=C(CCNC(=O)c1ccccc1)NNC(=O)c1ccccc1Br | -17% | 0%
CCCCN(C(=O)CSc1nc2ccccc2s1)c1c(N)n(CCCC)c(=O)[nH]c1=O | -1% | -4%
Cc1cnc(C(=O)OCC(=O)Nc2cc(S(=O)(=O)N3CCOCC3)ccc2Cl)cn1 | -12% | -8%
O=C1N[C@H](Cc2ccccc2)COC(=O)[C@H](Cc2ccc(F)cc2)C/C=C\C[C@H]1CC(=O)N(CCO)Cc1ccccc1 | 155%[activator] | -1%
CC1Cc2ccccc2N1C(=O)Cn1cc([N+](=O)[O-])ccc1=O (stereo not drawn) | -3% | 1%
CCN(C[C@H]1N[C@@](Cc2ccccc2)(C(=O)OC)[C@H]2C(=O)N(C)C(=O)[C@@H]12)C(=O)Nc1ccc(F)cc1 | 39% | 4%
COC(=O)[C@]1(C)N[C@H](CN(C)S(=O)(=O)c2ccc(OC(F)(F)F)cc2)[C@@H]2C(=O)N(C)C(=O)[C@@H]21 | 15% | 0%
O=C(C[C@H]1C/C=C\C[C@H](Cc2ccc(F)cc2)C(=O)OCCNC1=O)NCCO | -1% | -9%
Cc1noc(C)c1S(=O)(=O)N(C)C[C@H]1Oc2c(cccc2N(C)C)C(=O)N([C@H](C)CO)C[C@@H]1C | 117%[activator] | 8%
COc1ccc(OCC(=O)N(C)CC2COc3ccccc3O2)cc1 (stereo not drawn) | 2% | 4%
O=C(C[C@H]1C/C=C\CC[C@@H](Cc2ccc(F)cc2)C(=O)O[C@@H](c2ccccc2)CNC1=O)N[C@@H](CO)Cc1ccccc1 | -15% | -1%
CN(c1ccc(OCCOc2ccccc2Cl)cc1)S(=O)(=O)c1ccccc1 | -22% | 1%
CCN(C(=O)COC(=O)c1cnccn1)c1cccc2ccccc12 | -3% | 5%
Cc1ccc(C)c(N2CCN(C(=O)CCc3nc(-c4ccccc4Cl)no3)CC2)c1 | 26% | -1%
O=C(COC(=O)Cc1ccccc1)NCc1ccc2c(c1)OCO2 | -13% | 0%
C[C@H](CO)N1C[C@H](C)[C@H](CN(C)Cc2ccc(-c3ccccc3)cc2)Oc2ccc(NS(=O)(=O)c3ccccc3)cc2CC1=O | 113%[activator] | 0%
CC1CCCC(NC(=O)CN2C(=O)NC(Cc3c[nH]c4ccccc34)C2=O)C1C (stereo not drawn) | 2% | -9%
N#CCCN(C(=O)COC(=O)c1ccc(S(=O)(=O)N2CCOCC2)cc1)c1ccccc1 | 67%[activator] | 2%
COc1ccc(-c2cc(CCC(=O)N3CCN(c4cc(C)ccc4C)CC3)on2)cc1 | 0% | -2%
CSc1nc(N)nc2c1ncn2CC(=O)NCc1ccccc1 | -1% | -6%
O=C(CN1C(=O)NC2(CCc3ccccc32)C1=O)Nc1ccccc1Cl (stereo not drawn) | -23% | -4%
O=C(Cc1ccc(Br)cc1)NNC(=O)c1cccs1 | -2% | 2%
CC1CN(C(=O)COC(=O)c2ccc3ncsc3c2)CC(C)O1 (stereo not drawn) | -8% | -2%

Screens: PubChem, National Center for Advancing Translational Sciences (NCATS)
